# Growth percent in the NCI-60 one-dose screen (48 h, 10 µM unless noted): 100 = growth as untreated, 0 = no growth, -100 = all killed.
# M14: M14 melanoma. actives 6.2% (n = 80,000)
# SK-MEL-2: SK-MEL-2 melanoma; actives 4.7% (n = 77,000); AID 1794763
# MDA-MB-435: MDA-MB-435 melanoma | actives 7.8% (n = 82,000)
# SK-MEL-5: SK-MEL-5 melanoma. AID 1794755. actives 6.4% (n = 80,000)
# UACC-62: UACC-62 melanoma. actives 5.4% (n = 81,000)
# SK-MEL-28: SK-MEL-28 melanoma; actives 4.1% (n = 81,000); AID 1794761
# A549/ATCC: A549/ATCC NSCLC | actives 3.7% (n = 81,000) | AID 1794740
# UACC-257: UACC-257 melanoma. AID 1794764. actives 4.4% (n = 78,000)
# * marks the source's active call; other numbers are inactive results; · = no result given; & = joins results of further samples; [ ] = another dose, or the depositor's remark. How the source made its calls: active means growth percent below 10; inactive means the rest.
SMILES,M14,SK-MEL-2,MDA-MB-435,SK-MEL-5,UACC-62,SK-MEL-28,A549/ATCC,UACC-257
CC1Cc2cc(Cl)ccc2-n2cccc21 (stereo not given),105.8,109.9,102.6,104.2,105.6,106.4,95.7,94.6
CCOc1cccc(-c2ccccc2)c1,103.7,95.2,84.2,105.8,·,106.2,86.4,87.2
O=C(O)C(O)C(O)C(O)C(=O)CO (stereo not given),108.8,98.5,107.2,100.3,91.4,102.6,95.4,94.8
c1ccc2cc(Cn3cc(CSc4nc5ccccc5o4)nn3)ccc2c1,103.1,97.8,100.7,103.8,98.1,105.9,105.0,108.3
CC(=O)N1CCNCC1,110.8,111.2,113.8,105.4,96.9,112.8,92.0,99.6
O=[N+]([O-])c1ccc(-c2nnc(N3c4ccccc4C=Cc4ccccc43)o2)cc1,98.6,99.2,97.8,86.3,70.0,100.2,83.5,91.4
CC(=O)Nc1ccc(-c2nc3ccc(-c4ccc(O)cc4)cc3[nH]2)cc1,76.8,93.5,64.5,77.6,55.4,89.7,77.5,78.4
COc1ccc(C#N)cc1,·,93.0,115.8,99.8,86.4,101.8,101.0,93.6
O=C(NN=C1CC2[C@H](COC(c3ccccc3)(c3ccccc3)c3ccccc3)C[C@H](COC(c3ccccc3)(c3ccccc3)c3ccccc3)[C@@H]2C1)c1ccncc1 (stereo not given in full),97.5,89.0,104.3,96.6,88.1,106.0,82.6,73.5
CC(C)Cc1nc2n[nH]c(N)c2c2c1CCCC2,·,117.8,111.7,98.1,102.0,116.1,94.8,109.1
Cc1ccc(COc2ccc(NC(=O)c3ccc4nc(NC(=O)c5ccc(NCCc6ccccc6)c([N+](=O)[O-])c5)sc4c3)cc2)cc1,109.4,97.9,93.9,96.7,101.6,104.9,96.3,107.8
COc1ccc(C2CC(c3ccc(Nc4ccnc5cc(Cl)ccc45)cc3)=NN2C=O)cc1 (stereo not given),50.5,92.5,-3.7*,41.2,54.5,74.9,64.3,93.5
c1ccc(OC[C@@H]2CN(Cc3ccc4[nH]ccc4c3)CCO2)cc1,94.7,93.2,101.8,67.4,90.8,·,101.1,100.5
CC1=CC(C)(C)NC(=S)N1c1ccc2ccccc2c1S(=O)(=O)O,112.7,·,109.9,105.6,90.5,111.5,105.1,114.5
CN(C)c1ccc(-c2nc(SCC(=O)NCCc3ccc(S(N)(=O)=O)cc3)[nH]c(=O)c2C#N)cc1,98.9,108.8,105.7,100.7,98.7,99.3,105.3,110.1
Cc1ccccc1OC1=C(C#N)C(=N)N2C(=NN1)Sc1c(C)ccc(C)c12,107.9,116.2,106.4,95.0,111.7,114.5,108.4,115.8
c1ccc(C(c2ccccc2)N2CCCCC2)cc1,102.4,107.4,103.9,103.6,·,127.8,110.7,111.4
C(#CCN1CCOCC1)CCCN1CCOCC1,98.0&104.8,116.7&108.1,101.4&101.7,103.9&101.3,96.5&96.3,109.7&106.8,100.0&105.5,100.6&97.5
Nc1ccn(C2CCCO2)c(=O)n1 (stereo not given),117.1,113.1,110.7,111.2,96.3,112.4,99.2,105.0
CCOC(=O)c1c(C(=O)c2cn(C)c3ccc(Cl)cc23)c(-c2cn(C)c3ccc(Cl)cc23)n(NC(=O)OC(C)(C)C)c1C,53.9[100 µM],74.9[100 µM],87.5[100 µM],70.2[100 µM],58.6[100 µM],90.6[100 µM],72.6[100 µM],82.0[100 µM]
NC(=O)Nc1cnc(Nc2ccc(N3CCOCC3)cc2)nc1Oc1ccc(C(F)(F)F)cc1,105.6,104.1,101.7,115.8,89.9,106.7,95.6,100.5
CCOc1ccc2nc(NC(=O)CSc3nnc4n3S(=O)(=O)c3ccccc3N4c3ccccc3)sc2c1,96.7,55.8,93.6,98.3,92.7,115.0,94.0,110.1
COc1ccc(CC(O)CNCC(C)C)cc1 (stereo not given),91.4,98.0,100.9,97.9,104.3,103.9,95.8,102.0
CC(=O)Nc1ccc(N)c(S(=O)(=O)O)c1,103.9,102.4,110.0,99.4,98.1,112.3,67.9,80.4
CC1Cn2c(Cc3ccccc3)nnc2S1 (stereo not given),108.1&106.1,123.6,106.8&108.3,104.0&100.5,105.9&105.7,116.7&113.5,100.3&97.0,105.8

# 9 compounds from above, sorted by number of heavy atoms, smallest number first.
SMILES,M14,SK-MEL-2,MDA-MB-435,SK-MEL-5,UACC-62,SK-MEL-28,A549/ATCC,UACC-257
CC(=O)N1CCNCC1,110.8,111.2,113.8,105.4,96.9,112.8,92.0,99.6
COc1ccc(C#N)cc1,·,93.0,115.8,99.8,86.4,101.8,101.0,93.6
O=C(O)C(O)C(O)C(O)C(=O)CO (stereo not given),108.8,98.5,107.2,100.3,91.4,102.6,95.4,94.8
CC1Cc2cc(Cl)ccc2-n2cccc21 (stereo not given),105.8,109.9,102.6,104.2,105.6,106.4,95.7,94.6
COc1ccc(CC(O)CNCC(C)C)cc1 (stereo not given),91.4,98.0,100.9,97.9,104.3,103.9,95.8,102.0
c1ccc(C(c2ccccc2)N2CCCCC2)cc1,102.4,107.4,103.9,103.6,·,127.8,110.7,111.4
CC(=O)Nc1ccc(-c2nc3ccc(-c4ccc(O)cc4)cc3[nH]2)cc1,76.8,93.5,64.5,77.6,55.4,89.7,77.5,78.4
COc1ccc(C2CC(c3ccc(Nc4ccnc5cc(Cl)ccc45)cc3)=NN2C=O)cc1 (stereo not given),50.5,92.5,-3.7*,41.2,54.5,74.9,64.3,93.5
CCOC(=O)c1c(C(=O)c2cn(C)c3ccc(Cl)cc23)c(-c2cn(C)c3ccc(Cl)cc23)n(NC(=O)OC(C)(C)C)c1C,53.9[100 µM],74.9[100 µM],87.5[100 µM],70.2[100 µM],58.6[100 µM],90.6[100 µM],72.6[100 µM],82.0[100 µM]

# Going on with the list.
SMILES,M14,SK-MEL-2,MDA-MB-435,SK-MEL-5,UACC-62,SK-MEL-28,A549/ATCC,UACC-257
N#Cc1c(NC(=O)NCc2ccc(Br)cc2)sc2c1CCCC2,94.5,98.6,78.9,95.5,86.9,103.8,98.1,98.3
COc1cc(/C=C(\C#N)C(=O)c2ccccc2)cc(OC)c1OC,97.2,101.1,101.5,97.0,89.6,112.3,94.4,107.2
O=c1[nH]c2cc(Cl)ccc2c(O)c1/C=N/Nc1nc(-c2ccccc2)cs1,73.3,76.7,91.1,87.5,75.4,88.3,29.5,98.2
CC(=O)Oc1cc([N+](=O)[O-])ccc1C#N,98.8,87.4,104.8,100.7,95.3,102.4,94.5,104.7
O=C(Nc1cccc(NC(=O)C2CCCCC2)c1)c1ccccn1,91.7,100.3,102.2,99.7,96.8,102.7,102.0,108.5
CCNc1cccc2ccccc12,96.8,108.8,113.1,65.1,95.7,106.3,100.0,105.9
Cc1cc(C)cc(S(=O)(=O)n2ccc(-c3ccc4c(c3)CCC(C)(C)O4)n2)c1,82.7,·,93.8,82.9,73.9,101.6,80.8,89.6
CC(C)(C)c1ccc2c(c1)CN(C1CCCCC1)CO2,83.4,117.9,82.4,72.9,84.0,110.0,·,105.0
Cc1nc2sccn2c1-c1nnc(SCC(C)C)o1,99.9,92.1,101.6,89.4,77.2,104.3,91.3,98.7
OCC1(CO)COC(c2ccccc2)OC1,112.5,133.7,109.5,106.0,108.3,117.8,119.0,120.8
CCn1cc(C(=O)O)c(=O)c2cc(F)c(N3CCN(CC(=O)Nc4ccccc4)C(C)C3)c(F)c21 (stereo not given),105.4,122.1,97.1,99.2,78.2,97.0,97.9,101.7
CCN(CC)CCCCCCNc1cc(OC)cc2cccnc12,-28.7*,114.1,17.8,68.5,102.4,-11.8*,80.3,115.1
N#CCCN(C(=S)Nc1ccc(Cl)c(Cl)c1)C1CCCCC1,104.7,96.2,102.4,96.4,85.7,95.8,93.0,104.2
CS(=O)(=O)Nc1ccc2nc(NC(=O)Nc3cccc(Cl)c3)sc2c1,77.9,89.7,88.2,83.6,91.4,97.0,84.1,105.2
N#C/C(=C\N1CCNC1=S)c1nc2ccccc2s1,94.1,103.2,102.1,97.9,96.4,104.7,89.7,84.5
O=C1Nc2ccccc2/C1=C/c1ccc(CO)n1-c1ccc(Cl)cc1,·,47.7,-25.5*,51.9,33.9,57.7,59.0,83.4
CCOC(=O)C1=C(N)N(c2ccc(C)cc2)C2=C(C(=O)CC(C)(C)C2)C1c1cccnc1 (stereo not given),100.3,107.2,103.5,93.4,86.4,107.5,100.8,100.1
C=C[C@H]1C[C@@H]2C[C@@H]3[C@H]4C/C=C\C(=O)NCCCC5NC(=O)C(=C(O)/C=C/[C@@H]4CC(=O)[C@H]3[C@@H]2[C@H]1C)C5=O (stereo not given in full),·,-54.0*,-19.2*,-95.3*,-75.8*,-78.0*,-91.0*,-89.1*
COc1cc(C2CC(c3ccc(C)cc3)=NN2C(C)=O)ccc1Oc1nc2c(c(=O)n(C)c(=O)n2C)n1C (stereo not given),98.2,106.4,92.3,86.3,97.7,101.7,70.1,75.3
Nc1ccc(OCCCc2c(N)nc(N)nc2N)cc1,96.0,104.1,106.4,95.9,104.6,104.5,111.3,109.8
O=S(=O)(NCc1ccccc1)c1cccc(N=Cc2c(O)ccc3ccccc23)c1,97.3,90.8,104.1,92.7,91.6,107.1,103.1,113.9
CC(C)=CCC/C(C)=C/CN1CCN(C/C=C(\C)CCC=C(C)C)C1=O,106.2,96.4,104.5,105.3,112.3,106.2,91.4,106.1
CCN(CC)CCCC(C)NC(=S)N/N=C(\C)c1ccccn1 (stereo not given),37.2,83.6,54.8,37.8,22.3,67.5,48.9,57.4
CSc1c(-c2nc3ccccc3s2)c(N)nc2c(C(=O)Nc3ccccc3)c(Nc3ccccc3)nn12,94.0,·,107.6,92.2,93.7,100.2,104.4,96.8
CCOC(=O)C(Cc1cn(C(C)=O)c2ccccc12)P(=O)(OCC)OCC (stereo not given),97.5,119.7,106.8,98.0,92.1,113.9,106.3,114.5

# (continued)
SMILES,M14,SK-MEL-2,MDA-MB-435,SK-MEL-5,UACC-62,SK-MEL-28,A549/ATCC,UACC-257
CC(C)C1CCC(OC(=O)c2ccccc2Cl)CC1 (stereo not given),99.7,97.9,101.5,96.0,106.5,107.4,115.4,111.4
C[N+]1(C)C2CCC1CC(OC(=O)C(O)c1ccccc1)C2 (stereo not given),87.1,77.2,106.5,103.6,96.7,106.8,88.5,104.1
COC(=O)C(Cc1ccc(O)cc1)NS(=O)(=O)Cc1ccccc1 (stereo not given),101.4,103.7,111.5,108.2,104.0,101.9,94.7,94.1
O=C(NNC(=O)c1cccc2ccccc12)c1ccc(Br)cc1,108.8,97.9,99.3,100.7,99.6,109.3,92.1,104.5
CC(C)[C@H](NS(=O)(=O)C1CCC(N=NC2CCC(N(C)C)CC2)CC1)C(=O)N[C@H](CCCNC(=O)CC(=O)Nc1ccccc1Oc1ncc(C(F)(F)F)cc1Cl)C(=O)NCCOCCOCC[C@H](O)N[C@H](CCNC(=O)c1ccc(N2CCN(Cc3ccc(Cl)cc3)CC2)c([N+](=O)[O-])c1)[C@H](O)NCCOCCOCC(=O)NC(CCCCNC(=O)CN1CCN(CC(=O)O)CCN(CC(=O)O)CCN(CC(=O)O)CC1)C(=O)O (stereo not given in full),95.7,99.2,102.6,94.7,93.0,103.2,91.1,93.9
Cc1cccc(/C=N\OCCc2ccccc2)n1,104.1&118.7,104.4&112.8,114.5&105.0,103.5&103.2,107.0&109.4,110.4&103.9,101.9&93.9,111.4&99.0
CCCCCCOc1ccc(C2(Cl)c3ccccc3N(C)c3ccccc32)cc1,12.9,42.3,-23.5*,33.2,38.1,24.5,47.1,·
COC(=O)C(=O)/C(=C\N1C(=O)CC(=O)NC1=S)C(=O)c1ccc([N+](=O)[O-])cc1,101.6,101.6,108.4,99.7,99.3,110.4,73.7,83.7
COc1cc(-c2nc(SC(C)C)n(C(C)C)c(=O)c2C#N)ccc1OCc1ccccc1,104.8,·,85.0,·,90.4,96.8,36.7,101.0
COc1ccccc1NC(=O)C1CCC(=C2C(=O)OC(C)(C)OC2=O)N1 (stereo not given),101.8,107.5,101.4,98.9,99.3,112.2,107.3,101.8
COc1ccc(CCCC(=O)O)cc1,100.5,89.6,96.9,97.5,96.7,104.4,75.7,79.9
Cc1ccc(C(=O)C2C(=O)C3CCC2C3)cc1 (stereo not given),111.0,111.3,100.1,101.7,98.9,99.6,101.8,94.1
COc1cc(-c2nnc(SCc3ccc(O)c4ncccc34)n2-c2ccccc2)cc(OC)c1OC,·,24.6,10.8,-62.4*,-37.4*,17.9,0.3*,-18.1*
CCOC(=O)C(C)(C)C(C)=O,91.3,94.1,97.9,103.9,96.8,103.3,101.5,105.5
CCCCCCCCCCCCCCCCCCOc1ccc(CC(=O)OCC[N+]2(C)CCCC2)cc1,97.9,117.5,100.0,103.3,96.2,106.1,97.2,106.7
O=C(NCCOC(=O)Nc1cccc2ccccc12)OCc1ccccc1,116.8,101.2,114.6,98.9,86.8,100.2,101.8,101.7
CC(NC(=O)C(NC(=O)OCc1ccccc1)C(C)O)C(=O)OCc1ccccc1 (stereo not given),101.3,·,109.2,104.8,117.4,108.4,100.5,102.9
COc1cccc(C2(Cc3cccc(Cl)c3)C(=O)Nc3cc(Cl)ccc32)c1 (stereo not given),84.4,71.3,77.7,92.4,65.2,94.2,75.8,89.6
CC1SC(=S)N(c2cccc(NC(=O)C(Cl)Cl)c2)C1=O (stereo not given),94.8,94.4,87.0,95.3,74.5,86.7,84.2,82.4
O=C1Nc2ccc(Br)cc2C1=Nc1ccc(Cl)c(C(F)(F)F)c1,97.8,108.0,58.2,·,66.3,107.8,136.5,116.3
CN1C(=S)NC(c2ccc3c(c2)OCO3)C(C(=O)O)=C1CCl (stereo not given),101.4,105.1,106.7,101.8,96.8,120.1,96.1,96.4
